# RBX1-CUL1 inh: inhibitors of human ROC1-CUL1 ubiquitin ligase activity | E3 ubiquitin-protein ligase RBX1 (Homo sapiens) + Cullin-1 (Homo sapiens), P62877+Q13616 | in vitro K48 di-Ub FRET, acceptor:donor ratio, 45 min | inhibition, % at 10 µM | actives 0.6% (n = 140,000); in the data active = inhibition above about 25%
# Target sequence (P62877 whole entry, looked up): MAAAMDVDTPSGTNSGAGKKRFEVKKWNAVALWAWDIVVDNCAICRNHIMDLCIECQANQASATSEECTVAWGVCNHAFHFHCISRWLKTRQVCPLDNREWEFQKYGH
# Target sequence (Q13616 whole entry, looked up): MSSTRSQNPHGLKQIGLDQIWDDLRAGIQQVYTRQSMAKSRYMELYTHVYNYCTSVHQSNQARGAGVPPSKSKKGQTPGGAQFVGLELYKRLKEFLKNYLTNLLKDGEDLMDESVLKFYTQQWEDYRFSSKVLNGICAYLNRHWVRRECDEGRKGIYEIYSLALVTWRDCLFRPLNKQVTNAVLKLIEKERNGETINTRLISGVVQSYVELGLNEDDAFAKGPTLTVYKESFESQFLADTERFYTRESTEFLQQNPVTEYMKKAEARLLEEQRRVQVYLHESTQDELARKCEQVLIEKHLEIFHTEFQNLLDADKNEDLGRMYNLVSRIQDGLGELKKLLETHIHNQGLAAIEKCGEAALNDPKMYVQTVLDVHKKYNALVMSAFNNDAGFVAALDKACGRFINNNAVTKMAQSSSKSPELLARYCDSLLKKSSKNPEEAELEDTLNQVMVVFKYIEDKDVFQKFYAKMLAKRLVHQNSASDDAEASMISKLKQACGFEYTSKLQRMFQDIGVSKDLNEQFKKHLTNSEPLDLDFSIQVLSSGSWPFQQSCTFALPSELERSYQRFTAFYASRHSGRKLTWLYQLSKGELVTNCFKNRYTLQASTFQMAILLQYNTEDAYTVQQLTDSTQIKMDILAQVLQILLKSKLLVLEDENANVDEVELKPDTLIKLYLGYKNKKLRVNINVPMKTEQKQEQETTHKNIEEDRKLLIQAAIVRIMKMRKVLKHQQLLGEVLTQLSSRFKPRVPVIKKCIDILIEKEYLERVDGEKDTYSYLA
# * = called active by the depositor. Some of the compounds tested; rates above refer to the full screens.
SMILES,RBX1-CUL1 inh
COc1ccccc1C(=O)N/N=C\c1cnc2ccccc2n1,2.6
CC12CCC(C(=O)NC3CCCCC3)(OC1=O)C2(C)C (configuration not stated),4.1
CCN(Cc1ccncc1)C(=O)CC1(c2cccc(C(F)(F)F)c2)CC(=O)N(C2CC2)C1=O (configuration not stated),7.3
CS(=O)(=O)N1CCC(Oc2ccc(C(=O)NCC3COCCO3)cc2Cl)CC1 (configuration not stated),8.3
Cc1ccc2c(CC(=O)Nc3ccc(S(=O)(=O)N4CCCCC4C)cc3)coc2c1 (configuration not stated),-4.0
CCCCOC(=O)C1C(C)=NC2=C(C(=O)CCC2)C1c1cc(OC)c(OC)cc1Br (configuration not stated),0.3
COc1ccc(-n2nc3c(N4CCC(C(=O)NC5CCCCC5)CC4)nnc(C)c3c2C)cc1,7.1
Cc1cccc(NC(=O)c2ccc3cc(C(=O)Nc4cccc(C)n4)ccc3c2)n1,0.1
CC1=C(c2ccc(C)c(C)c2)S(=O)(=O)N(Cc2ccc(C(=O)NCc3ccc(C)cc3)cc2)C1=O,-0.8
CN(C)S(=O)(=O)c1ccc(-c2csc(=Nc3ccccc3)n2CCN2CCOCC2)cc1,9.6
COC(=O)C(NC(=O)c1ccc(Cl)cc1Cl)(Nc1cc(C)cc(C)n1)C(F)(F)F (configuration not stated),-0.1
CO[C@H]1[C@H](NC(=O)CSC)c2ccccc2C12CCN(Cc1ccc(C(F)(F)F)cc1)CC2,11.1
COc1ccc(CC(=O)Nc2c(C#N)c(-c3ccccc3)c(-c3ccccc3)n2Cc2ccco2)cc1,-2.8
COC1CCCN(c2nncc(-c3ccc(C(F)(F)F)cc3)n2)C1 (configuration not stated),5.4
O=C(N/N=C/c1cc([N+](=O)[O-])ccc1O)c1cc2ccccc2cc1O,-3.9
c1ccc(COC2CCN(c3nc4nonc4nc3N3CCCC3)CC2)nc1,4.9
CCCn1c(CCC(=O)Nc2cc(OC)cc(OC)c2)nc2cccnc21,2.5
CCOc1cccc(NC(=O)c2ccco2)c1,-5.3
O=c1cc(-c2ccc(F)cc2)nc(SCc2nc(-c3cccc(C(F)(F)F)c3)no2)[nH]1,-1.5
CC(=O)c1cc(C(=O)N2CCc3[nH]nc(-c4ccccc4F)c3C2)cs1,8.4

# Single values from the list:
# Entry of `CCCn1c(CCC(=O)Nc2cc(OC)cc(OC)c2)nc2cccnc21` under RBX1-CUL1 inh: 2.5
# Entry of `O=C(N/N=C/c1cc([N+](=O)[O-])ccc1O)c1cc2ccccc2cc1O` under RBX1-CUL1 inh: -3.9

# Further results.
SMILES,RBX1-CUL1 inh
COc1ccc(S(=O)(=O)N2CCC(N3CCN(Cc4ccccc4)C(=O)C3=O)CC2)cc1,7.9
COc1cc(NC(=O)C2CCN(S(=O)(=O)Cc3ccccc3)CC2)c(OC)cc1Cl,3.5
O=C(C1CCC(CNS(=O)(=O)c2ccc(Br)s2)CC1)N1CCN(c2ccccc2)CC1 (configuration not stated),-7.8
O=C(NC(c1ccccc1)C1CCCC1)c1ccccc1Br (configuration not stated),8.4
Cc1cccc(C)c1OCCNC(=O)C(Cc1ccccc1)NC(=O)c1ccccc1 (configuration not stated),4.2
CCOC(=O)c1cnc(N2CCc3ccccc3C2)[nH]c1=O,-2.6
CCOC(=O)c1c(NC(=O)COc2ccc(Cl)cc2C)sc2c1CCCCC2,5.8
CCc1c(Cl)nc(Cl)c(=O)n1-c1ccccc1,-3.0
Cc1cc(C)c(NC(=O)CN(C)S(=O)(=O)c2ccc3c(c2)c(=O)n(C)c(=O)n3C)c(C)c1,1.6
C/C=C/Cn1c(=O)c2c(nc3n2CC(C)=NN3C)n(C)c1=O,13.8
COc1ccc(CCNC(=O)c2cnc3ccc(C)cn3c2=O)cc1,-8.5
CC(C)(C)NS(=O)(=O)c1ccc(NC(=O)CS(=O)(=O)Cc2ccccc2)cc1,1.5
Cc1nc2sccn2c(=O)c1S(=O)(=O)NCc1ccc(F)cc1,1.0
CCCc1ccc(-c2cc(C(=O)N/N=C/c3ccc([N+](=O)[O-])o3)c3ccccc3n2)cc1,0.3
COC1CCCN(c2ccc(C(=O)N3CCC(Cn4cccn4)CC3)cn2)C1 (configuration not stated),4.7
Cc1nn(Cc2ccc(Br)cc2)c(C)c1NC(=O)c1cc2nc(-c3ccccc3)cc(C(F)(F)F)n2n1,-5.6
Cc1nnc2c(N3CCN(c4ccccc4F)CC3)nc3ccc(C(=O)c4ccccc4)cc3n12,4.1
Cc1ccnc(NC(c2ccsc2)c2ccc3ccc(C)nc3c2O)c1 (configuration not stated),8.4
Cn1c(C(=O)N2CCCC(C(=O)c3cc(F)ccc3F)C2)cc(=O)n(C)c1=O (configuration not stated),-5.7
CC1Cc2ccccc2N1C(=O)C1CCN(C(=O)c2ccco2)CC1 (configuration not stated),3.5
O=S(=O)(O)c1c(Cl)c(Cl)cc(Cl)c1Cl,11.1
CCCCNCc1cccn1-c1sc2c(c1C#N)CCCC2,-1.6
C/C=C(/C)C(=O)OC1c2c(ccc3ccc(=O)oc23)OC(C)(C)C1OC(C)=O (configuration not stated),-6.5
Cc1ccc(C)c(NC(=O)C(=O)NCCc2csc(-c3cccc(F)c3)n2)c1,-0.9
COc1ccccc1N1CC(C)C(=O)NC1=S (configuration not stated),2.6
CN(C)C(=O)c1cc2c(=O)n3ccccc3nc2n1Cc1ccccc1,2.8
CN(CC(=O)N1CCN(c2ccccc2F)CC1)S(=O)(=O)c1cc(Cl)ccc1Cl,3.5
O=C1C(=Nc2ccc(F)cc2)C(Cl)C(=O)N1c1ccc(Cl)c(Cl)c1 (configuration not stated),12.5
Cc1cc(Br)ccc1NC(=O)C(C)C,-0.1
CCOc1ccc(N(C(C)C(=O)Nc2ccccc2C(=O)NC(C)CC)S(C)(=O)=O)cc1 (configuration not stated),-10.6
Cc1cccc(N(C)S(=O)(=O)c2c(C(=O)N3CCCCCC3)c(C)n(C)c2C)c1,-2.2
O=C(O)c1ccc(-c2nc3ccc(Cl)cc3[nH]2)cc1,-10.5
CN1CCN(C(=O)CCC2CCCN(CC3CCCCC3)C2)CC1 (configuration not stated),5.2
O=C1/C(=C/c2cccs2)CN(Cc2ccccc2)C/C1=C\c1cccs1,-3.7
CN(C)CCN(Cc1ccco1)C(=O)c1oc2ccccc2c1NC(=O)c1cccc(F)c1,4.5
CCOc1ccc(-c2c(C)nn3c(C)c(C(=O)NCc4ccc(C)o4)cnc23)cc1OCC,2.1
COc1ccc(NCc2nc3ccccc3n2CCOc2ccc(C)cc2)cc1,-10.1
C[N+]1(C)CCC(C2c3ccccc3CSc3sccc32)CC1 (configuration not stated),-3.2
CCOc1ccc(N2C(=O)S/C(=C\c3cc(OC)c(OC)c(OC)c3)C2=O)cc1,-1.5
CCCN1C(C(=O)c2ccccc2)=C(OC(=O)c2ccc(C)cc2)c2ccccc2S1(=O)=O,5.2
CCCOC1(C(F)(F)F)NC(=O)N(c2cccc(Cl)c2)C1=O (configuration not stated),-6.3
COc1ccc(CCN2CCCC(CN(C)Cc3ccc4nonc4c3)C2)cc1 (configuration not stated),-9.8
CCOC(=O)C1=C(C)N=c2s/c(=C\c3ccc(-c4ccc(Cl)c(Cl)c4)o3)c(=O)n2C1c1ccc(OC)cc1 (configuration not stated),-1.1
COc1ccc(S(=O)(=O)Nc2cccc(-c3ccc(N4CCCCCC4)nn3)c2)c(OC)c1,4.0
Cc1c2cnn(CC(=O)Nc3cccc(C(F)(F)F)c3)c(=O)c2c(C)n1Cc1ccccc1Cl,-5.0
COC(=O)NC1(C(F)(F)F)Oc2ccc(Cl)cc2O1 (configuration not stated),-7.9
N#CC1C(=N)Oc2n[nH]c(-c3ccccc3)c2C1c1ccc(Cl)cc1Cl (configuration not stated),5.7
COc1cc(C2(c3ccc(O)c(OC)c3)C(=O)Nc3c(Br)cc(Br)cc32)ccc1O,0.5
CC(C)CCOc1ccc(C2N=C(N)Nc3nc4ccccc4n32)cc1 (configuration not stated),2.4
CN1CCSc2ccc(C(=O)NCc3ccccc3)cc21,-0.9

# The listing continues:
SMILES,RBX1-CUL1 inh
Cc1ccccc1CCC(=O)NC1CCCN(C2CCN(C)CC2)C1 (configuration not stated),-13.5
Oc1ccccc1-c1nc(NC2CCCC2)c2ccccc2n1,-14.3
CC(=O)c1cnc(N2CCN(Cc3ccc4c(c3)OCO4)CC2)nc1C,2.1
Cc1ccsc1/C=C1/SC(=O)N(Cc2cc3c(cc2Cl)OCO3)C1=O,-6.5
CCN1CCN(c2oc(/C=C/c3ccccc3OC)nc2C#N)CC1,-8.3
CCS(=O)(=O)N1CCc2cc(C(=O)Nc3ccc(C)c(Cl)c3)ccc21,-1.3
COc1ccc(C2CC(=O)c3c(C)nc(N4CCCC4)nc3C2)c(OC)c1 (configuration not stated),-2.9
O=C(Cc1ccc(F)cc1)Nc1nnc(COc2ccc(Cl)cc2)s1,4.4
CCN(CC)CCOc1ccc(OC2=C(c3ccc(OC)cc3)S(=O)c3cc(OC)ccc32)cc1 (configuration not stated),4.2
COc1cccc(/C=N/NC(=O)c2ccc(Cl)c(Cl)c2)c1O,-7.3
CCCCC(CC)C(=O)Nc1ccc(C)c(Cl)c1 (configuration not stated),-4.2
CCOC(=O)N1CCC(Nc2nc3ccccc3n3nnnc23)CC1,7.9
CCCCOc1ccc(C(=O)NCCc2sc(-c3cccc(F)c3)nc2C)cc1,2.9
CC12CCC(C/C1=N/OC(=O)c1ccc(F)cc1)C2(C)C (configuration not stated),3.1
COC(=O)CN(C)C(=O)Cc1c2c(n(Cc3ccccc3F)c1C)CCCC2=O,1.1
C=CCOc1c(CNn2cn[nH]c2=S)cccc1OC,-2.1
CCOC(=O)c1ccccc1NC(=O)CSc1nc2ncccc2o1,1.1
COc1cc(-c2nc(SCC(=O)Nc3ccc4c(c3)OCO4)c(-c3ccccc3)[nH]2)cc(OC)c1OC,2.7
COc1ccc(OCC(=O)Nc2ccc(F)c(Cl)c2)cc1,7.1
Cc1nnc(SCC(=O)c2ccccc2)n1N,-4.9
CCOC(=O)C1=C(CSc2nc(-c3ccncc3)ccc2C#N)OC(=N)C(C#N)C1c1ccc(Cl)cc1 (configuration not stated),5.4
Cc1ccc(N2C(c3ccccc3)C(C(=O)c3ccccc3)S2(=O)=O)cc1 (configuration not stated),-3.1
O=c1ccc2cc(S(=O)(=O)NCc3ccc(Br)cc3)ccc2[nH]1,-9.1
CCOc1ccccc1NC(=O)CSc1nc2ccccc2nc1Cc1ccc(C)cc1,-0.8
Cc1ccc(NC(=O)Nc2cc(C)nn2-c2ccc(OC(F)(F)Cl)cc2)cc1,3.5
Cc1ccc(Cl)cc1NC(=O)CSc1nc(C)c(C)c(C)c1C#N,-5.4
COc1ccc(N2C3=C(C(=O)CC(C)(C)C3)C(c3cc(OC)c(OC)c(OC)c3)C3=C2CC(C)(C)CC3=O)cc1,-16.2
Cc1ccc2nc(NC(=O)CSc3nccn3Cc3ccc(Cl)cc3)sc2c1,-4.8
CCOc1ccc(NC(=O)c2sc3nc(-c4ccc(OC)cc4)cc(-c4ccc(Cl)cc4)c3c2N)cc1,-5.5
CCS(=O)(=O)N1CCC(C(=O)Nc2ccc(Cl)cc2Cl)CC1,7.5
COc1ccccc1Cn1ccn(CC(=O)Nc2c(C)cc(C)cc2C)c(=O)c1=O,-0.2
c1nc(N2CCN(Cc3ccc4c(c3)OCO4)CC2)c2c3c(sc2n1)CCC3,0.0
CCOc1ccc(-c2c(C)nn3c(C)c(C(=O)NCCN(C)C)cnc23)cc1OCC,0.6
O=C(Nc1ccc2oc(-c3cccc(Br)c3)nc2c1)OCc1ccc2ccccc2c1,-7.2
CCOC(=O)c1cnn2c(C(F)(F)F)cc(-c3ccc4ccccc4c3)nc12,7.3
CSc1cccc(NC(=O)CN2C(=O)CCc3cc(S(=O)(=O)N4CCCCC4)ccc32)c1,9.7
COCCOc1ccc(C(=O)Nc2ccc(C)cc2C)cc1,-3.5
CC(=O)C1C(=O)Oc2cc(-c3ccccc3)n(-c3ccccc3)c(=O)c2C1=O (configuration not stated),-4.2
CCOc1ccc(CCNC(=O)Cn2nnc(-c3ccccc3)n2)cc1OCC,-4.4
COc1cccc(CN(C(=O)c2oc3ccc(Br)cc3c2C)C2CCS(=O)(=O)C2)c1 (configuration not stated),5.8
COc1ccc(NC(=O)CN(C)S(=O)(=O)c2cccc3nsnc23)cc1,1.5
O=C(NCc1ccccc1)c1cc(-c2cccc(Cl)c2)on1,-3.7
COc1cc(C(=O)NCCOC(C)C)ccc1OC1CCN(C2CCCC2)CC1,-4.8

# 16 consecutive records already listed, quoted:
SMILES,RBX1-CUL1 inh
COc1ccc(N2C3=C(C(=O)CC(C)(C)C3)C(c3cc(OC)c(OC)c(OC)c3)C3=C2CC(C)(C)CC3=O)cc1,-16.2
Cc1ccc2nc(NC(=O)CSc3nccn3Cc3ccc(Cl)cc3)sc2c1,-4.8
CCOc1ccc(NC(=O)c2sc3nc(-c4ccc(OC)cc4)cc(-c4ccc(Cl)cc4)c3c2N)cc1,-5.5
CCS(=O)(=O)N1CCC(C(=O)Nc2ccc(Cl)cc2Cl)CC1,7.5
COc1ccccc1Cn1ccn(CC(=O)Nc2c(C)cc(C)cc2C)c(=O)c1=O,-0.2
c1nc(N2CCN(Cc3ccc4c(c3)OCO4)CC2)c2c3c(sc2n1)CCC3,0.0
CCOc1ccc(-c2c(C)nn3c(C)c(C(=O)NCCN(C)C)cnc23)cc1OCC,0.6
O=C(Nc1ccc2oc(-c3cccc(Br)c3)nc2c1)OCc1ccc2ccccc2c1,-7.2
CCOC(=O)c1cnn2c(C(F)(F)F)cc(-c3ccc4ccccc4c3)nc12,7.3
CSc1cccc(NC(=O)CN2C(=O)CCc3cc(S(=O)(=O)N4CCCCC4)ccc32)c1,9.7
COCCOc1ccc(C(=O)Nc2ccc(C)cc2C)cc1,-3.5
CC(=O)C1C(=O)Oc2cc(-c3ccccc3)n(-c3ccccc3)c(=O)c2C1=O (configuration not stated),-4.2
CCOc1ccc(CCNC(=O)Cn2nnc(-c3ccccc3)n2)cc1OCC,-4.4
COc1cccc(CN(C(=O)c2oc3ccc(Br)cc3c2C)C2CCS(=O)(=O)C2)c1 (configuration not stated),5.8
COc1ccc(NC(=O)CN(C)S(=O)(=O)c2cccc3nsnc23)cc1,1.5
O=C(NCc1ccccc1)c1cc(-c2cccc(Cl)c2)on1,-3.7
